# ERK EGF block = qHTS Assay for Inhibitors of the ERK Signaling Pathway using a Homogeneous Screening Assay; Stimulation with EGF; Potency, µM (highest dose often 11.5 µM), for the others: at the highest dose activity change, negative = inhibition, hits mostly inhibitors; hit rate 0.41% among 130,000; AID 1454, 2008; HEK293-V1b, EGF-stimulated phospho-ERK AlphaScreen; active = well fitted inhibition curve with a large enough effect; inconclusive = small, poorly fitted or top-dose-only effect, or effect the other way;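 note: plate controls were stimulated vehicle wells for no effect and unstimulated vehicle basal for full effect; nearly all actives have a fitted effect of over 55% in size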
#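 EGF-stimulated (25 nM, 5 min) phospho-ERK in HEK293 cells stably expressing V1b, cells pretreated 30 min with compound at 37C. Homogeneous AlphaScreen read on lysates.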
# * hit, by the source's call; ? = inconclusive; & = joins results of further samples; [ ] = another dose, or the depositor's remark. Potency is the fitted concentration of half-maximal effect. The list is partial, so the mix of outcomes need not match the whole.
SMILES,ERK EGF block
CCCCNCc1cc(Br)c(OCC(=O)NCc2ccccc2)c(OC)c1,6%
C=CCN1C(=O)C(Cc2ccc(OC)cc2)SC1=Nc1ccc(C(=O)O)cc1 (stereo not drawn),-3%
COc1ccccc1N(C)S(=O)(=O)c1ccc(C(=O)OC(C)C(=O)NCc2ccc3c(c2)OCO3)cc1 (stereo not drawn),-7%
CCOC(=O)c1c(NC(=O)c2noc(C)c2[N+](=O)[O-])sc(C(C)=O)c1C,-2%
COc1ccc(OC)c(NC(=O)[C@@H]2CCCN2C(=O)c2cccs2)c1,14%
CCOC(=O)Cn1c2c(c(=N)c3c1CCC3)CCCC2,13%
Oc1ccc(/C=C/c2ccc3ccccc3n2)cc1,1%
CCCN(CCC)S(=O)(=O)c1ccc(C(=O)Nc2nc3c(s2)CCc2ccccc2-3)cc1,10%
Cc1c(NC(=O)C(C)N2C(=O)NC3(CCC(C)CC3)C2=O)c(=O)n(-c2ccccc2)n1C (stereo not drawn),-10%
COc1cccc(CN(C)CC(=O)Nc2sc3c(c2C#N)CCC3)c1,-2%
COc1ccc(NC(=O)c2c([N+](=O)[O-])c(C(C)(C)C)nn2C)cc1,0%[57.5 µM]
CCC(C)(C)C1CCC(=NNC(=S)Nc2cccnc2)CC1 (stereo not drawn),?
O=C(NNC(=O)c1sccc1-n1cccc1)Nc1ccccc1,4%
O=C(O)CCCCn1c(SCC(=O)Nc2ccccc2C(F)(F)F)nc2ccsc2c1=O,1%
COc1ccc(C2C(C(=O)c3ccco3)=C(O)C(=O)N2CC2CCCO2)cc1 (stereo not drawn),-8%[57.5 µM]
CCNC(=O)/C(=C\c1ccccc1)NC(=O)/C=C/c1ccccc1,3%
COc1ccc(B(O)O)cc1,13%
CCOC(=O)c1c(NC(=O)CSc2nncs2)sc(C)c1-c1ccccc1,5%
CCc1ccc(NC(=O)COc2ccc(/C=C(/C#N)c3nc4ccccc4[nH]3)cc2OC)cc1,0%
Cc1cccc(NS(=O)(=O)c2ccc3c(c2)Cc2cc(S(=O)(=O)Nc4cccc(C)c4C)ccc2-3)c1C,2%
O=S(=O)(c1ccc(Cl)cc1)N1CCCC1c1nc(-c2ccc(Cl)cc2)no1 (stereo not drawn),0%
CCN(CC)S(=O)(=O)c1cc(NC(=O)CSc2nnc(-c3cccs3)o2)ccc1C,-6%
COc1ccc(-n2c(Cc3cccn3C)nnc2SCC(=O)N2CCC(C)CC2)cc1,3%
CC(C)(C)c1ccccc1OCCCCCn1ccnc1,-7%
Cc1ccc(OCCN2CCN(CC(O)Cn3c4ccccc4c4ccccc43)CC2)cc1 (stereo not drawn),?

# Filtered by structure, the entries above containing a COOH group (two)
SMILES,ERK EGF block
C=CCN1C(=O)C(Cc2ccc(OC)cc2)SC1=Nc1ccc(C(=O)O)cc1 (stereo not drawn),-3%
O=C(O)CCCCn1c(SCC(=O)Nc2ccccc2C(F)(F)F)nc2ccsc2c1=O,1%

# Continuation:
SMILES,ERK EGF block
COc1ccc(OCCNC(=O)c2ccccc2OCC(=O)Nc2ccc(NC(C)=O)cc2)cc1,5%
CC1CCCCC12NC(=S)N(c1ccccc1)N2 (stereo not drawn),-13%[57.5 µM]
Cc1ccc(NC(=S)/N=C(\N)Nc2nc(C)c3ccccc3n2)cc1C,21%
O=C(CN1CCN(c2ccccc2F)CC1)Nc1nnc(C(F)(F)F)s1,-8%
COc1ccc(CCn2c(O)c(C=Nc3cccc(F)c3)c(=O)[nH]c2=O)cc1OC,-8%[57.5 µM]
O=C(COC(=O)CCCCCN=C1NS(=O)(=O)c2ccccc21)Nc1ccc(Cl)c(Cl)c1,5%
CCOc1ccccc1-c1cc(C(=O)N/N=C/c2ccc(O)c(OC)c2)c2ccccc2n1,1%
CC(=O)c1ccc(-n2nnnc2SCC(=O)N2CCc3ccccc3C2)cc1,8%
C=CCN1C(=O)N(c2ccc(Cl)cc2)C(=O)C1CC(=O)Nc1ccc(F)cc1 (stereo not drawn),1%
CCOC(=O)Cc1ccc2sc(-c3ccccc3)nc2c1,-2%
CCC(=O)N/N=C/c1ccc(-c2ccc([N+](=O)[O-])cc2)o1,0%
CCn1c(COc2cc(C)ccc2C(C)C)nnc1SCC(=O)Nc1nccs1,-10%
COc1cc([N+](=O)[O-])cc(/C=N/NC(=O)CSc2ccccn2)c1O,4%[57.5 µM]
OCCN1CCN(CC#CCC(c2ccccc2)c2ccccc2)CC1,5%[57.5 µM]
COCC1CCCN(Cc2cn(Cc3ccccc3)nc2-c2cc3ccccc3o2)C1 (stereo not drawn),?
CC(=O)OCC(OC(C)=O)C(OC(C)=O)C(OC(C)=O)C(OC(C)=O)C(COC(C)=O)OC(C)=O (stereo not drawn),15%
C(=N\Nc1nc2ccccc2[nH]1)/c1cccc2cccnc12,4%[57.5 µM]
CCOC(=O)c1cnc2c(-c3ccccc3OC)c(C)nn2c1C,6%
O=C(COC(=O)C1CCN(S(=O)(=O)c2ccc3c(c2)OCCO3)CC1)Nc1cc(C(F)(F)F)ccc1Cl,2%
COC(=O)N1c2ccccc2C23[C@@H]4CN5CCC[C@]6(CCC12C(O)(C6)C4=O)[C@H]53,-7%
CCc1ccc(NC(=O)Cn2cnc3c(=O)n(C)c(=O)n(C)c32)cc1,-3%
O=C(N/N=C/C(Br)=C/c1ccccc1)c1cnccn1,-8%[57.5 µM]
COc1ccc(S(=O)(=O)N=Nc2c(O)[nH]c3ccccc23)cc1,-11%
CN(C)/C=C1\N=C(c2cccnc2Oc2ccc(Cl)cc2)OC1=O,-11%[57.5 µM]
CC(C)(CNc1ccc([N+](=O)[O-])cc1C#N)N1CCOCC1,34%

# Remaining list, next part
SMILES,ERK EGF block
O=C(Nc1ccccc1Br)C(=O)N1CCCC1,-3%
Cc1ccc(N=Cc2c(O)n(-c3nccs3)c(=O)c3ccccc23)c(C)c1,-1%
Cc1nc2ccccn2c1-c1csc(Nc2cccc(O)c2)n1,-6%
COc1cc(C(F)(F)F)c(C(=O)N(C)Cc2cccc(Cl)c2)cn1,-6%[57.5 µM]
COc1cccc(NC(=S)N(CCN2CCCCC2)Cc2ccco2)c1,5%
O=C(N/N=C/c1ccc(O)cc1)c1cc(C23CC4CC(CC(C4)C2)C3)[nH]n1,-5%[57.5 µM]
COc1ccc(OC)c(NC(=O)NCCc2cccc(Cl)c2)c1,11%
Cc1cc(C)n(C(=O)Cn2nc(C(F)F)cc2C)n1,-1%
COc1ccc(/C=C/C(=O)OCC(=O)Nc2ccc(Cl)cc2F)cc1S(=O)(=O)N1CCOCC1,-2%
O=C(Oc1ccc(C(=S)N2CCOCC2)cc1Br)c1ccccc1F,2%
COc1cccc(CN2CCN(c3nc4nonc4nc3NC3CC3)CC2)c1,-11%
O=c1c(C/C=C/c2ccccc2)c(O)ccn1Cc1ccc(Cl)cc1Cl,-3%
CC(=O)Nc1ccc(C(=O)OCc2ccccc2Cl)cc1,4%
COc1ccc(C(C)NC(=O)c2ccc(Cl)cc2)cc1OC (stereo not drawn),-1%
COCC(C)n1c(COc2ccccc2F)nnc1SCC(=O)c1c(N)n(C)c(=O)n(C)c1=O (stereo not drawn),2%
Cc1ccc(-n2c(-c3ccncc3)n[nH]c2=S)cc1,-2%
C=CCn1c(=NC(=O)c2ccco2)sc2cc(C(=O)OCC)ccc21,0%
O=C1C2C(c3ccccc3)C=CC(c3ccccc3)C2C(=O)N1c1cccnc1 (stereo not drawn),-6%
Cc1ncc([N+](=O)[O-])n1Cc1ccc(Br)cc1,-3%
Cc1ccnc(NC(=O)C(C)N2C(=O)c3ccccc3C2=O)c1 (stereo not drawn),-5%
COC(=O)CC1(c2ccc(OC)cc2)C(=O)c2ccccc2C1=O,6%[57.5 µM]
O=C(CN1C(=O)CSCC1=O)NCc1ccc(F)cc1,-10%
CCn1ccnc1CN(C)Cc1nc(-c2cccc(Cl)c2)no1,-13%
Cc1c(N=C2NC(=O)/C(=C/c3cccc([N+](=O)[O-])c3)S2)c(=O)n(-c2ccccc2)n1C,3%
COc1cc(NS(=O)(=O)c2ccc(NC(=S)NC(=O)c3ccco3)cc2)ncn1,1%

# The final 4 compounds of the part before are carried over, then new ones follow:
SMILES,ERK EGF block
O=C(CN1C(=O)CSCC1=O)NCc1ccc(F)cc1,-10%
CCn1ccnc1CN(C)Cc1nc(-c2cccc(Cl)c2)no1,-13%
Cc1c(N=C2NC(=O)/C(=C/c3cccc([N+](=O)[O-])c3)S2)c(=O)n(-c2ccccc2)n1C,3%
COc1cc(NS(=O)(=O)c2ccc(NC(=S)NC(=O)c3ccco3)cc2)ncn1,1%
COc1ccc(CCNC(=O)COC(=O)Cc2cccc3ccccc23)cc1,16%
CC(C)(C)OC(=O)NCCCC1=CC2=CC(=O)C(C)(OC(=O)CCc3ccccc3)C(=O)C2=CO1 (stereo not drawn),-1%&-6%
O=S1(=O)CCN(OCc2ccc(Cl)cc2)CC1,1%
CC(NC(=O)C(=O)N/N=C\c1cccc([N+](=O)[O-])c1)c1ccccc1 (stereo not drawn),-6%
O=C1CCCC=C1[C@@H](O)CCOC(c1ccccc1)(c1ccccc1)c1ccccc1,-1%
C=C(COC)C1=CCC(C(=O)OC)(C(=O)OC)[C@@H](C[N+](=O)[O-])c2ccccc21,-11%&-7%
CC(C)Cc1ccc(C(C)C(=O)Nc2ccccc2O)cc1 (stereo not drawn),-5%[57.5 µM]
COc1cc(OC)c(NC(=O)c2ccc3c(SCC(=O)O)c4c(nc3c2)CCCC4)cc1Cl,6%
S=c1[nH]nc(-c2ccncc2)n1/N=C/c1cccc2ccccc12,2%
CCOC(=O)Cn1nc(C)c(NC(=O)COc2ccc(C)c(C)c2)c1C,-5%[57.5 µM]
COc1ccc(C(=O)NN=C(Cc2ccccc2)Cc2ccccc2)cc1OC,2%
CCN(CC)S(=O)(=O)c1ccc2nnn(O)c2c1,2%
Cc1ccc(NC(=O)c2oc(=O)c3ccccc3c2-c2ccccc2)c(C)c1,-15%
Cc1nn(C(C)C(=O)NCc2cccs2)c(C)c1[N+](=O)[O-] (stereo not drawn),-3%
CC1(C)CC(=O)c2c(O)c(-c3ccccc3)c(=O)n(-c3ccccc3)c2C1,-8%
CCN(CC)c1ccc(C(=S)NCc2ccccc2)cc1,-7%
Cc1ccc(NC(=O)CSc2ncccn2)cc1F,1%
CCOc1ccc(NC(=O)C2CC(=O)OC2c2ccccc2)cc1 (stereo not drawn),-26%
O=Nc1c(O)n(Cc2ccccc2)c2ccccc12,?
COc1cccc(NC(=S)/C(=C(\[O-])c2ccc([N+](=O)[O-])cc2)[n+]2ccccc2)c1,19%
COc1ccc(CN2C=C3C(=O)C(C)(OC(=O)CCc4ccccc4)C(=O)C=C3C=C2c2ccc(C#N)cc2)cc1 (stereo not drawn),?
CC/C(=N/O)C(=O)c1ccc(Br)cc1,-5%
COc1ccc(C(=O)Nc2sc3c(c2C#N)CCN(C(C)=O)C3)cc1,6%
COc1ccc(CCN(Cc2cc3ccc(C)cc3n3nnnc23)C(C)=O)cc1OC,-12%
Cc1ccsc1C(=O)Nc1nc2ccccc2[nH]1,-1%[57.5 µM]

# A run of entries of the results above, as a working copy:
SMILES,ERK EGF block
Cc1ccc(NC(=O)c2oc(=O)c3ccccc3c2-c2ccccc2)c(C)c1,-15%
Cc1nn(C(C)C(=O)NCc2cccs2)c(C)c1[N+](=O)[O-] (stereo not drawn),-3%
CC1(C)CC(=O)c2c(O)c(-c3ccccc3)c(=O)n(-c3ccccc3)c2C1,-8%

# Structures above with bromine (6):
SMILES,ERK EGF block
CCCCNCc1cc(Br)c(OCC(=O)NCc2ccccc2)c(OC)c1,6%
O=C(N/N=C/C(Br)=C/c1ccccc1)c1cnccn1,-8%[57.5 µM]
O=C(Nc1ccccc1Br)C(=O)N1CCCC1,-3%
O=C(Oc1ccc(C(=S)N2CCOCC2)cc1Br)c1ccccc1F,2%
Cc1ncc([N+](=O)[O-])n1Cc1ccc(Br)cc1,-3%
CC/C(=N/O)C(=O)c1ccc(Br)cc1,-5%

# (more compounds)
SMILES,ERK EGF block
CCCCn1c(O)c(/C=C2\C=NN=C2c2ccccc2)sc1=S,0%
Oc1ccc(N2CCN(Cc3ccc(OCCCN4CCCCC4)cc3)CC2)cc1,-1%
O=C(CCc1ccccc1)Nc1ncc([N+](=O)[O-])s1,6%
Clc1ccc(-c2csc(Nc3cccnc3)n2)cc1,-10%[57.5 µM]
O=C(CSc1ccc(-c2cccnc2)nn1)c1ccc([N+](=O)[O-])cc1,3%
O=C1CSC(c2ccc([N+](=O)[O-])cc2)N1CCN1CCCCC1 (stereo not drawn),-2%
O=C(COC(=O)c1cc2ccccc2cc1O)Nc1cccnc1Cl,-4%
Fc1cc(Cl)ccc1NC(=S)NCCN1CCOCC1,-12%
CCOC(=O)c1c(C)nc(C(Cl)(Cl)Cl)nc1N,6%
COc1ccc(C(=O)Nc2ccccc2N2CCCCC2)cc1[N+](=O)[O-],6%
COc1ccc(S(=O)(=O)NCCc2nnc3ccc(SCC(=O)Nc4cc(C)on4)nn23)cc1,-1%
Cc1ccc(-n2c(N)c(Br)c(=O)[nH]c2=O)cc1C,-4%
Fc1ccc(-c2oncc2-c2nnnn2-c2ccccc2)cc1F,-9%
O=C(CCc1ccc(S(=O)(=O)NCCc2ccccc2)cc1)Nc1ccc2c(c1)OCCO2,7%
CCn1c(C)nc2cc(C(=O)NNC(=S)Nc3ccc(OC)cc3)ccc21,5%
O=C(NC(=S)Nc1ccc(Cc2ccncc2)cc1)c1ccccc1F,?

# Screens (PubChem BioAssay)
